# Bioassay records from PubChem.
# uPA surface inh: qHTS for Inhibitors of Cell Surface uPA Generation; Potency, µM (series often up to 38.3 µM), for the others: at the highest dose activity change, negative = inhibition, usual class: inhibitors; AID 540303, 2011; cell surface uPA generation assay, qHTS; 330,000 compounds, 0.31% hits; active = well fitted inhibition curve with a large enough effect; inconclusive = small, poorly fitted or top-dose-only effect; inactive = no such curve, though single readings can be large or run the other way; tested in mouse RAW 264.7 cells; note: potency is the fitted concentration of half-maximal effect; % is set by controls: 0 for no effect and ±100 for the full control effect; nearly all actives have a fitted effect of over 55% in size
# KCNH2 3.1 inh: qHTS for Inhibitors of KCHN2 3.1: Mutant qHTS. AID 720553, 2013. U2OS KCNH2 3.1, thallium flux FluxOr; active compounds read low. activity change, % (tested at about 1.8 µM). 340,000 compounds, 0.95% hits;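 active = maximum activity change below -70%; inconclusive = maximum activity change from -70% to -50%; inactive = maximum activity change above -50%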;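 note: thallium influx rate constant from kinetic fluorescence after stimulation buffer; % is set by controls: 0 for no effect and ±100 for the full control effect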
#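 Steps: virus added to U2OS suspension (4 h, RT, dark); medium with 10% FBS added, cells plated, 37 C overnight; FluxOr/Red40 loading buffer 45 min RT; stimulation buffer, 2 min kinetic read; rate constant normalized.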
# Giardia killer: Small Molecules that selectively kill Giardia lamblia: qHTS | Giardia lamblia trophozoite viability | activity change, % at 7.66 µM, hits read low | 340,000 compounds, 0.15% hits; in the data active = activity change below about -80%; inconclusive = between about -30% and that limit;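 note: parasites exposed to compound for two days anaerobically before the ATP read; % is set by controls: 0 for no effect and ±100 for the full control effect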
#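 Giardia trophozoites, 100 cells per well, were exposed to compounds for 48 hrs at 37 deg C under anaerobic conditions; viability was then read as ATP content by bioluminescence after 15-30 min at room temperature.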
# Rab9 prom act: qHTS Assay for Rab9 Promoter Activators; Huh7 Rab9 promoter-luciferase reporter, luminescence, 24 h; 320,000 compounds, 2.8% hits; AID 485297, 2010; Potency, µM (titrated, usually from 9.22 µM), inactives show at the top dose activation, negative = inhibition, hits mostly activators; note: potency is the fitted concentration of half-maximal effect; % of control where 0% means no effect; nearly all actives have a fitted effect of over 60% in size
#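 Steps: seed 1500 Huh7 Rab9-luc cells per well, rest 2 h at 37 °C; add compound in DMSO; incubate 24 h; add luciferase reagent, 10 min ambient; read luminescence.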
# FLuc modulator: qHTS profiling assay for firefly luciferase inhibitor/activator using purifed enzyme and Km concentrations of substrates (counterscreen for miR-21 project). purified FLuc, Km substrates, luminescence inhibition. Potency, µM (top dose mostly 57.5 µM), without a hit: at the highest dose activity change, negative = inhibition, usual class: inhibitors. 360,000 compounds, 6.9% hits. AID 588342, 2011;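 note: potency is the fitted concentration of half-maximal effect; plate controls were vehicle for no effect and reference inhibitor for full effect; nearly all actives have a fitted effect of over 55% in size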
# Target sequence (P08659 whole entry, looked up): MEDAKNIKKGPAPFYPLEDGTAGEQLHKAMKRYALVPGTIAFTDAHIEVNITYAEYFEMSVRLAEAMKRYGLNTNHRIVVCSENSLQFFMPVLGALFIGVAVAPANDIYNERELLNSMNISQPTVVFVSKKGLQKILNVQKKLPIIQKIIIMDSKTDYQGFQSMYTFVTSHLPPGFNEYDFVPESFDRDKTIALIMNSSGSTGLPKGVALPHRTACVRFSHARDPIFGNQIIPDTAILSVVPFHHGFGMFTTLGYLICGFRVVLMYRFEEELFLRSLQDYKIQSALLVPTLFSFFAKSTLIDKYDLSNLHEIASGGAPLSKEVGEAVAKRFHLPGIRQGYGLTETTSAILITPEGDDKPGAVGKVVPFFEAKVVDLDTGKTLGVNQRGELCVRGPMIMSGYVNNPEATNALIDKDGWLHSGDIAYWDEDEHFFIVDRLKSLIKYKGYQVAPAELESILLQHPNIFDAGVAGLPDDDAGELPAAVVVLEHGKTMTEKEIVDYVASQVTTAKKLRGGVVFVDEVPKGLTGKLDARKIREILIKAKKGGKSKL
#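 Purified P. pyralis luciferase, 10 nM final, with Km-level 10 uM D-luciferin and 10 uM ATP in 50 mM Tris acetate pH 7.5, 10 mM Mg acetate, 0.01% Tween-20, 0.05% BSA; 6-point qHTS titration about 60 µM downward; luminescence read.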
# Tb PFK inh: qHTS Assay to Find Inhibitors of T. brucei phosphofructokinase | ATP-dependent 6-phosphofructokinase (Trypanosoma brucei brucei), O15648 | 330,000 compounds, 0.17% hits | Potency, µM (highest dose often 57.5 µM), inactives show top-dose activity, negative = inhibition, hits mostly inhibitors | T. brucei PFK, ADP-Glo luminescence;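 note: potency is the fitted concentration of half-maximal effect; 0% = uninhibited 1x PFK enzyme wells and -100% = no-enzyme wells; nearly all actives have a fitted effect of over 60% in size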
#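 PFK 1.25 nM, F6P 0.5 mM, ATP 0.1 mM, 0.1 M TEA pH 8.0, 5 mM MgCl2, 0.01% Tween20, 0.1% BSA; 45 min RT. ADP-Glo readout. qHTS titration up to 57 uM; curves fitted, compounds curve-classed.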
# FBPA coupling cs: qHTS Assay for Inhibitors of Fructose-1,6-bisphosphate Aldolase from Giardia Lamblia: Coupling assay counterscreen | coupling enzyme system counterscreen, AmpLite Red fluorescence | activity change, negative = inhibition, % at 58.2 µM, hits read low | 290,000 compounds, 0.67% hits | AID 2472, 2010; in the data active = activity change below about -30%; note: % is set by controls: 0 for no effect and ±100 for the full control effect
#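 Activity here indicates interference with the coupling reaction, not aldolase inhibition. Compounds at 57.5 uM final met coupling enzymes for 10 min at RT; substrate and AmpLite Red detection followed, with a 525/598 nm fluorescence read after 20 min.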
# NPC1 promoter act: qHTS Assay for NPC1 Promoter Activators; Huh7 NPC1 promoter luciferase reporter, 24 h; Potency, µM (top dose mostly 9.22 µM), for inactives: at the highest dose activation, most hits filed as activators; 320,000 compounds, 2.4% hits; AID 485313, 2010;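 note: potency is the fitted concentration of half-maximal effect; % of control where 0% means no effect; nearly all actives have a fitted effect of over 60% in size; reporter is driven by a mutant NPC1 promoter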
#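 NPC1 promoter–luciferase Huh7 cells; 24 h compound; luminescence.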
# Gal4-VP16 FLuc: VP16 counterscreen qHTS for inhibitors of ROR gamma transcriptional activity; Drosophila S2 Gal4-VP16 UAS-luciferase, luminescence, 20 h; Potency, µM (series often up to 53.6 µM), for the others: at the top dose activity, negative = inhibition, actives largely listed as inhibitors; 310,000 compounds, 3.5% hits;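 note: Gal4-VP16 expression switched on by copper sulfate through the metallothionein promoter; potency is the fitted concentration of half-maximal effect; % is set by controls: 0 for no effect and ±100 for the full control effect; nearly all actives have a fitted effect of over 50% in size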
# RORgamma inh: qHTS for inhibitors of ROR gamma transcriptional activity | Nuclear receptor ROR-gamma (Mus musculus), P51450 | Drosophila S2 Gal4-RORgamma UAS-luciferase reporter, 20 h | Potency, µM (titrated, usually from 53.6 µM), without a hit: at the top dose activity change, negative = inhibition, usual class: inhibitors | 310,000 compounds, 5.4% hits | AID 2551, 2010; note: potency is the fitted concentration of half-maximal effect; % is set by controls: 0 for no effect and ±100 for the full control effect; nearly all actives have a fitted effect of over 60% in size
# Target sequence (P51450 whole entry, looked up, the tested form may be a part): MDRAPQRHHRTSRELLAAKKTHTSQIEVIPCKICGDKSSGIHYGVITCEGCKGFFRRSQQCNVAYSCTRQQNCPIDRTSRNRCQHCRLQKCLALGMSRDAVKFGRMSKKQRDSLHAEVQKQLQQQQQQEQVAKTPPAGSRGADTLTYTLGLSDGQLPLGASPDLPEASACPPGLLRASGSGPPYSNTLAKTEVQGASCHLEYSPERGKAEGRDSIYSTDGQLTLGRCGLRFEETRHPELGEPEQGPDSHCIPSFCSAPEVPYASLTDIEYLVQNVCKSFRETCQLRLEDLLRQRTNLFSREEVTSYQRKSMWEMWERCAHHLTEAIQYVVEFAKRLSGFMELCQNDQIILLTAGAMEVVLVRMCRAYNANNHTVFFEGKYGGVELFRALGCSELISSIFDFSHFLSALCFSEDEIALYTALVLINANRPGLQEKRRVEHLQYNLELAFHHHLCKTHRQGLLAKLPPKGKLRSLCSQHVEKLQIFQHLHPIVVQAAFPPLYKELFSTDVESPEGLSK
#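 In this cell-based reporter format, copper sulfate (700 uM final) drives Gal4–ROR gamma fusion expression from a metallothionein promoter in Drosophila Schneider cells; compounds preincubated 1 hr, reporter read after 20 hr at ambient temperature.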
# ELG1 genotox: qHTS screen for small molecules that induce genotoxicity in human embryonic kidney (HEK293T) cells expressing luciferase-tagged ELG1; 330,000 compounds, 1.3% hits; Potency, µM (highest dose often 46 µM), without a hit: top-dose activity change, positive = activation, most hits filed as activators; HEK293T ELG1-luciferase reporter, luminescence, 16 h; AID 504466, 2011; note: potency is the fitted concentration of half-maximal effect; % of control where 0% means no effect; nearly all actives have a fitted effect of over 60% in size
#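 Luminescence read-out: rising ELG1-luciferase signal, reflecting elevated ELG1 protein under genetic stress, flags genotoxic compounds. Cells were treated for 16 hr at 37 °C before ONE-Glo detection.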
# * = called active by the depositor; ? = inconclusive; nt = not tested or not shown; [ ] = another dose, or the depositor's remark. Unless noted, calls come from the whole dose curve; as a rule, active = well fitted curve in the direction sought with a large enough effect; inconclusive = small, poorly fitted or top-dose-only effect, or another doubt; inactive = no such curve, though single readings can be large; an effect the other way counts as inactive or inconclusive. Outcome played no part in choosing rows; overall some 14% were active at least once.
SMILES,uPA surface inh,KCNH2 3.1 inh,Giardia killer,Rab9 prom act,FLuc modulator,Tb PFK inh,FBPA coupling cs,NPC1 promoter act,Gal4-VP16 FLuc,RORgamma inh,ELG1 genotox
CCOC(=O)C(C)Sc1ncc(-c2ccc(Cl)cc2)cn1 (stereo not given),nt,-16,-12,-7%,?,0%,1,-1%,9%,-1%,0%
NC1=NC(=Nc2ccc(S(N)(=O)=O)cc2)c2ccccc21,-1%,39,10,-7%,-4%,0%,-1,-6%,-6%,37%,6%
CC(=O)Nc1ccc(NC(=O)CCN2C(=O)c3ccccc3C2=O)cc1,0%,-7,-11,-9%,-4%,-2%,1,5%,-20%,-12%[1.91 µM],-7%
COCCOc1cc(-n2cccc2)c(Cl)cc1Cl,2%,-2,2,0%,-17%,0%,5,0%,4%,9%,1%
COc1ccc(C(=O)NCCSc2ccccc2C)cc1,1%,-5,-27,0.79µM*,3.8µM*,0%,-2,1.3µM*,-13%,?,4.6µM*
Cc1nc2ccc(NC(=S)NCCCO)cc2nc1C,-4%,-13,1,21%,-18%,2%,-30*,8%,-19%,2%,14%
O=C(COC(=O)c1cccnc1Cl)NCc1ccc(F)cc1,4%,10,-12,nt,nt,2%,nt,nt,nt,nt,-1%
Cc1cccc(-n2nnc3c(=O)n(CC(=O)Nc4cc(C)on4)cnc32)c1,-14%,6,5,5%,-3%,-4%,3,-3%,-4%,11%,-2%
Cc1ccn(CC(=O)N2CCCC(N3CCN(Cc4ccc5c(c4)OCO5)CC3)C2)n1 (stereo not given),5%,1,4,-5%,4%,0%,nt,0%,-2%,-6%,6%
COCc1cc(C)n(CC(=O)Nc2cccc(C)c2)c(=O)c1C#N,6%,13,-13,-7%,-1%,-3%,4,-3%,4%,0%,-2%
CCCCC(Sc1nc(C)c(Cc2ccccc2)c(=O)[nH]1)C(=O)O (stereo not given),9%,0,33[activator],-2%,-11%,3%,5,1%,7%,-12%,-2%
COC(=O)C1=C(C)Nc2nnnn2C1c1cccnc1 (stereo not given),8%,13,-6,0%,2%,4%,1,1%,?,-27%,1%
Cc1cccc(CC2S/C(=N/N=C/c3ccco3)N(c3ccccc3)C2=O)c1 (stereo not given),-5%,-104*,3,-4%,0%,-4%,-1,-2%,?,-30%,-3%
Cc1ccc(S(=O)(=O)N2CC(C)N(C(=O)N3CCOCC3)C2)cc1 (stereo not given),2%,0,-3,4%,1%,0%,3,-5%,1%,21%,0%
Cc1nc(C(=O)O)nn1-c1cc(Cl)ccc1Cl,0%,-3,-19,-9%,-1%,4%,1,-2%,-30%,-2%,-1%
O=C(NCCCO)c1ccc(CSc2nc3ccccc3c(=O)[nH]2)cc1,3%,-2,4,-4%,4%,-4%,0,-1%,4%,17%,0%
CNC(=O)COC(=O)c1cccc(S(=O)(=O)N2CCN(c3ccc(F)cc3)CC2)c1,-1%,-2,2,-8%,0%,2%,1,-1%,0%,25%,-1%
FC(F)(F)c1cc(-c2ccco2)nc(NCc2cccs2)n1,-1%,8,4,10%,-2%,0%,0,-3%,-1%,26%,-7%
O=C(O)CCCC(=O)N1CCC(C(O)(c2ccccc2)c2ccccc2)CC1,-1%,-5,14,-5%,1%,-8%,8,-6%,-12%,0%,-4%
CCOc1ccccc1NC(=O)Cn1nnc(C(=O)NCCc2ccc(OCC)c(OCC)c2)c1N,-14%,12,-6,0%,1%,-3%,-3,-6%,-28%,-40%,1%
COc1ccc(N(C)S(=O)(=O)c2cccc(C(=O)NCC3CCCO3)c2)cc1 (stereo not given),3%,18,-4,-2%,3%,2%,2,0%,4%,43%,-5%
COc1ccc(NS(=O)(=O)c2ccc(C(=O)N3CCC(C)CC3)cc2)cc1,-5%,-6,-3,nt,nt,-3%,nt,nt,nt,nt,-1%
O=c1c(-c2nnc(SCc3ccc(Cl)c(Cl)c3)o2)cccn1Cc1ccccc1,1%,5,29,-11%,2%,-6%,0,-4%,-1%,?,-8%
Cn1c(SCC#N)nnc1-c1cnccn1,3%,0,?,-6%,1%,-2%,0,-1%,0%,-2%,0%
COc1ccc(C2C(=O)c3ccccc3C2=Nc2ccc(Br)cc2)cc1 (stereo not given),?,-3,-14,-5%,-18%,8%,-3,-4%,3%,?,-6%

# Later entries
SMILES,uPA surface inh,KCNH2 3.1 inh,Giardia killer,Rab9 prom act,FLuc modulator,Tb PFK inh,FBPA coupling cs,NPC1 promoter act,Gal4-VP16 FLuc,RORgamma inh,ELG1 genotox
CCOC(=O)C1CCN(C(c2ccccn2)c2c(C)[nH]c3ccccc23)CC1 (stereo not given),-4%,12,-8,-2%,4%,-16%,3,-2%,-1%,?,7%
COc1ccc(NS(=O)(=O)c2cc(NC(=O)Cc3cccs3)ccc2C)cc1,6%,5,9,-1%,0%,0%,0,-4%,-18%,3%,-4%
CC(C)CNC(=O)c1cnn2c(C(F)(F)F)cc(C(F)(F)F)nc12,-6%,-1,1,-2%,-2%,-1%,1,0%,-2%,-5%,-1%
CC(=O)c1c(C)[nH]c(C(=O)Nc2ccc(F)c(F)c2F)c1C,-6%,1,-23,6%,-3%,1%,0,3%,24%,10%,3%
Cc1noc(C)c1COC(=O)Cn1c(C)nc2ccccc21,0%,4,-7,6%,4%,1%,4,2%,4%,44%[10 µM],-5%
COc1ccc(-c2nc3ccccn3c2NCc2ccc3c(c2)OCO3)cc1,0%,-23,6,?,4.8µM*,-7%,0,?,-23%,?,14%
CCOCCCN(C(=O)CCC(=O)Nc1cc(C)on1)C(C(=O)NC(C)(C)CC)c1cccc(OC)c1OC (stereo not given),2%,4,5,0%,4%,-5%,-2,0%,-9%,6%,0%
S=C(NCCc1ccccc1)Nc1ccccc1Cl,0%,-3,-15,8%,?,-3%,1,10%,10µM*,5.6µM*,2%
CC1(C)CC(CC(=O)O)CC(C)(C)N1,-3%,-6,-14,4%,1%,0%,1,-2%,-1%,-15%,4%
CN(C)c1ccc(CNC(=O)CCS(=O)(=O)c2ccc3c(c2)n(C)c(=O)c(=O)n3C)cc1,-6%,-6,-12,8%,3%,-4%,1,-1%,3%,-9%,5%
CCC(C)NC(=O)c1ccccc1NC(=O)CN(c1ccc(OC)cc1)S(C)(=O)=O (stereo not given),nt,-1,1,2%,1%,-1%,5,1%,-4%,-8%,0%
COc1cc(CC(=O)NC2CCCc3ccccc32)cc(OC)c1OC (stereo not given),4%,4,6,-1%,1%,1%,-2,-2%,1%,0%,-9%
O=C(O)COc1ccccc1/C=N/NC(=O)CN1CCN(Cc2ccccc2Cl)CC1,5%,3,-17,-4%,-1%,0%,4,-1%,-1%,-34%,-2%
COc1ccc(CCNC(=O)c2coc3ccccc3c2=O)cc1OC,-3%,-18,1,11%,?,4%,2,3%,19%,23%,-1%
Cc1oc(/C=N/NC(=O)CN(c2ccccc2Br)S(C)(=O)=O)cc1Br,-1%,5,1,-5%,-2%,1%,nt,-5%,-2%,-13%,-1%
CCOc1ccc(S(=O)(=O)n2cc(F)c(=O)[nH]c2=O)cc1[N+](=O)[O-],?,28,-17,1%,1%,-3%,18,-3%,-4%,-14%,4%
Cc1ccc(-c2cccc(NC(=O)C3C4C=CC(C4)C3C(=O)O)c2)o1 (stereo not given),10%,4,-29,-2%,?,3%,7,4%,-8%,24%,-6%
COc1cccc(OCCCOc2ccc([N+](=O)[O-])cc2Cl)c1,0%,-9,-19,-1%,?,4%,-1,-2%,-12%,19%,-2%
CCOc1ccc(-c2nc3scc(-c4cccs4)c3c(=O)[nH]2)cc1,1%,21,1,-3%,-4%,0%,0,-21%,15%,9%,10%
COC(=O)CN(c1cc(Cl)ccc1OC)S(=O)(=O)c1ccc(C)cc1,-7%,3,3,-2%,1%,-5%,2,-17%,7%,-1%,-1%
Cc1c(Br)cccc1NC(=O)c1sccc1-n1cccc1,0%,-18,2,-4%,0%,-2%,0,1%,4%,-3%,-2%
